15-hLO-2 inh: blocks human 15-lipoxygenase 2 activity | purified 15hLO-2, xylenol orange hydroperoxide absorbance | Potency, µM (highest dose often 57.1 µM), for the others: at the highest dose activity change, negative = inhibition, most hits filed as inhibitors | actives 0.56% (n = 110,000) | AID 881; note: potency is the fitted concentration of half-maximal effect; nearly all actives have a fitted effect of over 60% in size; many of its hits are not listed in these tables
Target sequence (O15296 whole entry, looked up): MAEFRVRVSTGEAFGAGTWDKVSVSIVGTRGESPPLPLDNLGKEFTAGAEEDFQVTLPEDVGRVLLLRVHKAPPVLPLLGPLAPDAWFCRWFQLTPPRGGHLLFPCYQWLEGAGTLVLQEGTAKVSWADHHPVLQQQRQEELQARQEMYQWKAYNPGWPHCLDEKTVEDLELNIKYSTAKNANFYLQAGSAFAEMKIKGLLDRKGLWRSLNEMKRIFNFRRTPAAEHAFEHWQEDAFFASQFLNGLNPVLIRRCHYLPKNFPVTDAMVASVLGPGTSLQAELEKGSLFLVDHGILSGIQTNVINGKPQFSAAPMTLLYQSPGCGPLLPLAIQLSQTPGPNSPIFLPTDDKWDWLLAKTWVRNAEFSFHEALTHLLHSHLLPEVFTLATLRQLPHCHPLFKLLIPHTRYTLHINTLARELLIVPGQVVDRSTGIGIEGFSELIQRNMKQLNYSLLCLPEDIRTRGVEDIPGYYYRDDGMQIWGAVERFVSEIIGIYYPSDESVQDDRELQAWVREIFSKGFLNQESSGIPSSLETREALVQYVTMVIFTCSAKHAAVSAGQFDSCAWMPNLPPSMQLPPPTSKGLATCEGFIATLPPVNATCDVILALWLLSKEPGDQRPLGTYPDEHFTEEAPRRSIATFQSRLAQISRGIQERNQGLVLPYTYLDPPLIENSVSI
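Enzyme 50 nM, AA 45 uM, 25 mM Hepes pH 7.5 + 0.01% Triton X-100; cpd preinc 15 min RT, rxn 90 min RT; stop/detect with 200 uM XO + 300 uM Fe(II) in 50 mM H2SO4, 30 min; A573/A405.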
IMPase inh: membrane-permeable compound that blocks inositol monophosphatase; P97697; 120,000 tested, under 10 active; CHO-M1 cells, IP1 accumulation, HTRF TR-FRET ratio; inhibition (IP1 accumulation), % at 46.1 µM; AID 901; active = well fitted curve in the direction sought with a large enough effect in the signal ratio, not every such curve was filed as active; inconclusive = small, poorly fitted or top-dose-only effect, or a change in a side signal; inactive = no such curve, though single readings can be large or run the other way; the % refers to the signal ratio;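 note: cells stimulated with carbachol in lithium chloride buffer; plate controls were DMSO basal wells for no effect and reference inhibitor wells for full effect; higher means more IMPase inhibition seen as more IP1 and lower FRET ratio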
Target sequence (P97697 whole entry, looked up): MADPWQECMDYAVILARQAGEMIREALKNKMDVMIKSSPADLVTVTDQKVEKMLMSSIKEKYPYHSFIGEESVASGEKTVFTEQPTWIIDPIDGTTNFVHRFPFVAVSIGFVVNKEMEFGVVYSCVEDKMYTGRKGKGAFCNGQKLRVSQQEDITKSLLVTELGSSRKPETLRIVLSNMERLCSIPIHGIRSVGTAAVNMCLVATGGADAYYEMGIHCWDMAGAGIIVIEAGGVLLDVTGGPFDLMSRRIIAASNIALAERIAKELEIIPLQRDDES
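Seeded CHO-M1 cells were dosed with compound at up to 46 uM, stimulated with carbachol for 30 min, then lysed in IP-One detection reagents. Higher IP1 lowers the TR-FRET signal.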
PNC inhibitor: perinucleolar compartment assembly inhibition; activity change (PNC), negative = inhibition, % at 10 µM; PC3M PTB-GFP, PNC prevalence imaging, 16 h; hits give low values; actives 3.1% (n = 140,000);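 active = readout at or below -70, meaning at least 70% loss of cells showing the perinucleolar compartment, a nuclear body marking cancer cells; inconclusive = readout between -30 and a set limit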;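 note: plate controls were DMSO wells for no effect and camptothecin positive control wells for full effect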
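Compounds are pinned in duplicate onto adhered PC3M cells stably expressing GFP-tagged PTB and incubated 16 h at 37 C. Cells are then fixed, nuclei stained with Hoechst, and PNC-positive cells counted.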
12-hLO inh: 12-hLO (ALOX12) enzyme inhibition | purified 12-hLO, xylenol orange hydroperoxide absorbance | Potency, µM (highest dose often 57.1 µM), for the others: at the top dose activity change, negative = inhibition, actives largely listed as inhibitors | actives 0.12% (n = 150,000) | P18054; note: potency is the fitted concentration of half-maximal effect; nearly all actives have a fitted effect of over 55% in size; many of its hits are not listed in these tables
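Purified human 12hLO (150 nM final) was preincubated with compounds for 15 min at room temperature in 25 mM Hepes pH 7.0, 0.01% Triton X-100, then reacted with 40 uM arachidonic acid for 30 min. Hydroperoxide was detected with ferrous iron/xylenol orange.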
Active calls of the source: *; ? = inconclusive; · = not tested or not shown; [ ] = another dose, or the depositor's remark. Unless noted, calls come from the whole dose curve; as a rule, active = well fitted curve in the direction sought with a large enough effect; inconclusive = small, poorly fitted or top-dose-only effect, or another doubt; inactive = no such curve, though single readings can be large; an effect the other way counts as inactive or inconclusive. Unless noted, % is set by controls: 0 for no effect and ±100 for the full control effect. Some of the compounds tested; rates above refer to the full screens.

SMILES	15-hLO-2 inh	IMPase inh	PNC inhibitor	12-hLO inh
Cc1nc2ccccn2c1/C(O)=C1\C(=O)C(=O)N(CCN2CCOCC2)C1c1cccs1 (configuration not stated)	-3%	-25	25	2%
COc1ccc(C(=O)Nc2nnc(-c3ccco3)s2)cc1	-7%	-11	26	-3%
CCOC(=O)c1c(N)sc(C(O)(C(F)(F)F)C(F)(F)F)c1-c1ccc(Cl)cc1	5%	-12	4	-23%
O=C(CSc1n[nH]c(-c2ccco2)n1)N1c2ccccc2Sc2ccccc21	?	-1	?	-21%
COc1cc(S(=O)(=O)N2CCN(C(=O)c3ccccc3F)CC2)c(OC)cc1NC(C)=O	0%	1	?	-3%
COc1ccccc1N1CCN(Cc2ccc(OC)c3ccccc23)CC1	·	7	-100*	-6%
C=CCOC(=O)C1=C(C)NC(C)=C(C(=O)OCC=C)C1c1ccc(O)cc1	-13%	7	27	-6%
O=S(=O)(c1ccc(Cl)cc1)c1ccccn1	1%	-4	-3	1%
Cc1cccc2cc(CN(C(=O)c3cnccn3)C3CCCCC3)c(Cl)nc12	3%[11.4 µM]	0[1.84 µM]	18	3%
O=C1N/C(=N\N=C\c2ccccn2)SC1Cc1cccc(SC(F)F)c1 (configuration not stated)	·	7	84	2%
O=c1[nH]c(SCc2ccccc2Cl)nc2c1cnn2-c1ccccc1	-4%	15	-4	-3%
O=C1NCCN1Cc1cccc(Cl)c1	-4%	3	19	3%
CN1C=CC=C/C1=C1/SC(=S)N(Cc2ccccc2)C1=O	·	·	-2	-8%
CCNC(=O)NC(=O)COC(=O)CCCSc1nc2ccccc2s1	·	·	-19	-3%
COc1ccc(NC(=O)C(F)(OC)C(F)(F)F)c(OC)c1 (configuration not stated)	2%	-8	42	1%
Nc1nnc(CCOc2ccc(Cl)cc2)s1	·	·	?	-3%
CC(=O)Nc1nc(SCc2cccc3ccccc23)n[nH]1	4%	-6	-14	7%
Cc1nnc2n(-c3ccc(Cl)cc3)c(=O)c3c4c(sc3n12)CN(C)CC4	2%	5	11	-10%
COC(=O)CSC(C(=O)Nc1ccc(C)c(C)c1)c1ccccc1 (configuration not stated)	-6%	5	42	-9%
O=C(CSc1nnc(NC(=O)C2CC2)s1)NCc1ccco1	·	·	-8	-2%
COCCN(CC(=O)Nc1cccc(C)c1)S(=O)(=O)c1ccc(S(=O)(=O)N2CCCC2)cc1	-1%	9	?	-3%
N#Cc1c(NC(=O)c2ccc(Cn3cc(Br)cn3)o2)sc2c1CCCCCC2	-26%	5	-26	-12%
CCOc1ccc(OCCN2CCCCC2)cc1	·	·	-88*	0%
CCn1c2ccccc2c2cc(NC(=O)COC(=O)c3ccccc3F)ccc21	·	·	?	-2%
CC1Cc2ccccc2N1C(=O)CSc1nc2ccccc2s1 (configuration not stated)	·	-11	?	-4%
CC(C)CC(NC(=O)C1CCCCC1)C(=O)N1CCN(c2ccccn2)CC1 (configuration not stated)	-2%	-2	13	0%
Cc1cc(NC(=O)CSc2nc(C3CC3)nc3sc(C)c(C)c23)no1	-5%	-5	-22	-3%
Cc1cc2c(c(Sc3ccccc3)n1)C(=O)OC2	-1%	6	16	-3%
COC(=O)c1sc(S(=O)(=O)N2CCC(C(N)=O)CC2)c(C(=O)OC)c1C	-2%	-6	16	-4%
COc1cc2c(cc1NC(=O)c1ccccc1F)CCCC2	·	·	?	-1%
O=C(NCc1ccco1)c1c[nH]c2ccc(S(=O)(=O)N3CCOCC3)cc2c1=O	-6%	5	?	0%
CSc1nnc(NC(=O)CCc2ccccc2)s1	5%	-6	30	-7%
CS(=O)(=O)N1CCN(c2ccc([N+](=O)[O-])c(N3CCOCC3)c2)CC1	-15%	2	2	-9%
COc1ccc(OCC(O)Cn2c(Nc3ccccc3)nc3c2c(=O)n(C)c(=O)n3C)cc1 (configuration not stated)	-7%	6	-83*	1%
CS(=O)(=O)N(Cc1ccc(Cl)cc1)c1ccc(C(=O)N/N=C/c2cc3ccccc3nc2Cl)cc1	·	·	-16	0%
CC1=CC(=O)C=CC1(C)C(Cl)Cl (configuration not stated)	0%	1	91	11%
O=C(NCc1ccco1)C1CCCCN1S(=O)(=O)c1ccc(F)cc1 (configuration not stated)	-6%	0	57	-8%
COc1cc(C(=O)Nc2nc(OC)c(-c3ccccc3)c(OC)n2)cc(OC)c1OC	-11%	6	19	-14%
C=CCn1c(SCC(=O)Nc2cc(C)on2)nc2sc(C)c(C)c2c1=O	-3%	-4	56	7%
C[C@@H](O)C1NC(=O)[C@H](CCCCN)NC(=O)c2cc([N+](=O)[O-])cc(I)c2NCCC[C@@H](C(N)=O)NC1=O (some centres not stated)	·	·	26	-6%
Cc1ccc(C(=O)/C=C/Nc2ccccc2C(N)=O)o1	-6%	8	-9	-17%
CCc1ccccc1N(C)C(=O)CCc1nc(-c2ccc(C)cc2)no1	10%	5	12	-5%
Cc1ccccc1N=Cc1cc2c(cc1O)OC(N)=C(C#N)C2c1ccccc1 (configuration not stated)	·	-6	-16	-16%
COc1ccc(OCC(=O)N/N=C2\CCCc3ccccc32)cc1	·	3	-24	2%
C#CCSc1nc(-c2ccccc2)cc(C(F)(F)F)c1C#N	-2%	?	?	1%
CCCc1nc2ccccc2c(=O)n1/N=C/c1ccc(O)c(O)c1	?	2	38	?
CCOc1ccc(NC(=O)C2CCC(N3C(=O)C4CC=CCC4C3=O)CC2)cc1 (configuration not stated)	-11%	0	45	-4%
O=C(CCc1ccc(S(=O)(=O)N2CCOCC2)cc1)NCCCN1CCCC1=O	-5%	-4	16	-4%
CCCNC(=O)COC(=O)/C=C/c1ccc2c(c1)OCO2	·	·	7	0%
COC(=O)c1sc2ncccc2c1OCc1ccccc1Cl	-8%	2	-5	-17%

As entered above.
Entry for `CCCc1nc2ccccc2c(=O)n1/N=C/c1ccc(O)c(O)c1` in PNC inhibitor: 38
Entry for `Cc1ccccc1N=Cc1cc2c(cc1O)OC(N)=C(C#N)C2c1ccccc1` (configuration not stated) in 12-hLO inh: -16%
Entry for `CCc1ccccc1N(C)C(=O)CCc1nc(-c2ccc(C)cc2)no1` in PNC inhibitor: 12
Entry for `C#CCSc1nc(-c2ccccc2)cc(C(F)(F)F)c1C#N` in 15-hLO-2 inh: -2%

Next entries follow:
SMILES	15-hLO-2 inh	IMPase inh	PNC inhibitor	12-hLO inh
CN(C)CCCOc1cccc(Oc2ccccc2)c1	·	·	38	-2%
CCN1CCc2c(C#N)c(N3CCOCC3)nc(NCCO)c2C1	0%	2	16	3%
COc1ccc(NC(=O)CSc2nccn2-c2cccc(OC)c2)cc1	-4%	-12	?	0%
O=C(COC(=O)c1ccc(=O)n(Cc2ccccc2)n1)Nc1ccc2c(c1)OCCO2	-21%	6	-9	0%
Nc1n[nH]c(N)c1N=Nc1ccc(Cl)cc1Cl	·	·	12	-3%
Cc1cccc2sc(NNC(=O)c3cc(-c4cccs4)nc4ccccc34)nc12	·	·	20	2%
COc1cc2c(cc1OC)C(C)N(C(=O)c1ccc(Br)o1)CC2 (configuration not stated)	·	·	-6	2%
O=c1c2c(nc3cc(-c4ccccc4)[nH]n13)CCS2	-10%	0	8	-3%
COC(=O)c1ccccc1NC(=O)CN1CCC(C(=O)c2ccc3c(c2)OCCO3)CC1	18%	4	18	-2%
C=CC(=C)CC(NC)c1ccccc1 (configuration not stated)	4%	11	16	-1%
CCOC(=O)c1nc(S(C)(=O)=O)ncc1N1CCOCC1	-7%	4	28	4%
C#CCCCC(=O)Nc1ccccc1	10%	·	·	0%
Cc1nnsc1SCC(=O)O	8%	-2	44	0%
COc1ccc(CN(C)C(C)C(=O)Nc2ccc([N+](=O)[O-])cc2Cl)cc1OC (configuration not stated)	·	3	5	-2%
COCCNC(=O)c1ccc(N2CCCCC2)c(NS(=O)(=O)c2ccc(C)cc2)c1	2%	8	31	0%
COc1ccc(S(=O)(=O)N2CCCC2C(=O)Nn2cnnc2)cc1 (configuration not stated)	8%	-1	?	1%
N#Cc1c(Nc2ccccc2)c(/C=N/N=C/c2ccccc2)c[nH]c1=O	·	8	47	-6%
COc1ccc(OCCCc2c(C)n[nH]c2C)cc1	28%	2	5	8%
Cc1ccc(-c2cc(C#N)c(=O)n(Cc3c(Cl)cccc3Cl)c2)cc1	-8%	?	-8	-4%
Cc1cccc(C(=O)O/N=C(\N)Cc2ccc([N+](=O)[O-])cc2)c1	-3%	0	5	-6%

Entries of single compounds, quoted from the list. Order of values: 15-hLO-2 inh | IMPase inh | PNC inhibitor | 12-hLO inh
`Cc1cccc(C(=O)O/N=C(\N)Cc2ccc([N+](=O)[O-])cc2)c1` reads -3% | 0 | 5 | -6%
`Cc1ccc(-c2cc(C#N)c(=O)n(Cc3c(Cl)cccc3Cl)c2)cc1` reads -8% | ? | -8 | -4%

Carrying on:
SMILES	15-hLO-2 inh	IMPase inh	PNC inhibitor	12-hLO inh
N#CC(Cc1ccccc1OC(F)F)c1nc2ccccc2[nH]1 (configuration not stated)	·	·	18	2%
COc1cc(/C=C(\C#N)c2nc3ccccc3[nH]2)cc(Br)c1OCc1ccccc1	·	·	25	-1%
O=C(NC1CCN(Cc2ccccc2)CC1)C1CCN(S(=O)(=O)c2cccc3nsnc23)CC1	20%	4	52	4%
COC(=O)Cc1c(C)nc2nc(NCc3c(F)cccc3Cl)[nH]n2c1=O	3%	-4	-6	0%
COc1ccc(-c2cc(=O)n(-c3ccc([N+](=O)[O-])cc3)[nH]2)cc1	·	·	8	-7%
O=C(NC1CCCC1)C(c1ccc(O)cc1)N(CC1CCCO1)C(=O)C1COc2ccccc2O1 (configuration not stated)	0%	-2	-30	-8%
COc1ccc([N+](=O)[O-])cc1NC(=O)C(C)Sc1ccccc1 (configuration not stated)	·	12	?	-5%
CCC(=O)N(CC)c1nc(-c2ccc(OC)cc2)cs1	-9%	2	-3	-4%
COc1ccc(/C(O)=C2/C(=O)C(=O)N(CCN(C)C)C2c2ccccc2)cc1Cl (configuration not stated)	-6%	?	-7	4%
Cc1ccc2oc(=O)n(CCOc3ccccc3Cl)c2c1	8%	14	-1	1%
Clc1cccc(Cl)c1CSc1nnc(/C=C/c2ccccc2)o1	-16%	3	0	-1%
Cc1ccc(/C=C/C(=O)Nc2ccncc2)o1	·	·	3	-2%
COCCCn1c(SCC(=O)Nc2ccc(C(C)=O)cc2)nc2ccccc2c1=O	4%	2	-20	-4%
O=C(COC(=O)c1ccc(-c2ccc([N+](=O)[O-])cc2)o1)NC(=O)NC12CC3CC(CC(C3)C1)C2	·	·	0	-2%
O=[N+]([O-])c1ccccc1/C=N/N1CCN(c2ccccn2)CC1	-2%	7	-7	-10%
Cc1cc(C)cc(NC(=O)CSc2cc(C(=O)c3nccn3C)c3ccccc3n2)c1	·	·	2	-3%
CCOc1ccc(NC(=O)C(Cc2ccccc2)NC(=O)C2CCCCC2)cc1 (configuration not stated)	·	1	-21	-3%
COC(=O)c1ccc(-c2sc3nc(N4CCOCC4)c4c(c3c2N)CCCC4)o1	-14%	-25	8	-3%
CCOc1cc(N2CCOCC2)c(OCC)cc1NC1=NCCCCC1	-10%	9	38	0%
Cc1c(C(=O)OCc2ccccc2)nnn1-c1nonc1N	-3%	3	-4	-1%
O=c1[nH]c(=O)n(C2CCCCCC2)c(O)c1C=NCc1ccc(F)cc1	-2%	5	?	-13%
CCO/C=N/c1c(C#N)c(CC#N)nn1-c1ccccc1	2%	-8	9	-2%
COc1ccccc1CNC(=O)CCCc1ccccc1	·	·	?	-2%
CCCCC(=O)Nc1cc(NC(=O)CC)ccc1Cl	6%	2	2	1%
O=C(Oc1ccc(Cl)c2cccnc12)c1ccco1	-13%	4	-13	-11%
CCCCOC(=O)c1ccc(S(N)(=O)=O)o1	·	·	24	0%
Cc1cc(C(F)(F)F)nn1CC(=O)Nc1cccnc1	1%	5	-10	-6%
